PfHsp40 yeast – restores yeast growth despite PfHsp40 toxicity. S. cerevisiae expressing PfHsp40, growth rescue, ATP luminescence. growth rescue, % at 12.5 µM. hit rate 0.68% among 340,000. AID 504582; in the data active = growth rescue above about 28%, passing the limit was not always enough; inconclusive = no clear call, values can overlap the other calls;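 also: yeast W303a lacking pdr1 and pdr3 grown in galactose medium; growth measured after three days at 30 °C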
TcdB GH inh – TcdB glycohydrolase inhibition. P18177. TcdB glycohydrolase enzymatic assay, plate reader. inhibition, % at 9.99 µM. hit rate 0.24% among 350,000. AID 652162; in the data active = inhibition above about 10%
Anthrax LF inh2 – blocks Bacillus anthracis lethal factor protease. P15917. multiplex microsphere protease cleavage assay, LF. inhibition, % at 10 µM. hit rate 0.12% among 360,000. AID 588501; in the data active = inhibition above about 30%; inconclusive = no clear call, values can overlap the other calls; also: plate controls were buffer without enzyme for full effect and enzyme alone for no effect
Target sequence (P15917 whole entry, looked up): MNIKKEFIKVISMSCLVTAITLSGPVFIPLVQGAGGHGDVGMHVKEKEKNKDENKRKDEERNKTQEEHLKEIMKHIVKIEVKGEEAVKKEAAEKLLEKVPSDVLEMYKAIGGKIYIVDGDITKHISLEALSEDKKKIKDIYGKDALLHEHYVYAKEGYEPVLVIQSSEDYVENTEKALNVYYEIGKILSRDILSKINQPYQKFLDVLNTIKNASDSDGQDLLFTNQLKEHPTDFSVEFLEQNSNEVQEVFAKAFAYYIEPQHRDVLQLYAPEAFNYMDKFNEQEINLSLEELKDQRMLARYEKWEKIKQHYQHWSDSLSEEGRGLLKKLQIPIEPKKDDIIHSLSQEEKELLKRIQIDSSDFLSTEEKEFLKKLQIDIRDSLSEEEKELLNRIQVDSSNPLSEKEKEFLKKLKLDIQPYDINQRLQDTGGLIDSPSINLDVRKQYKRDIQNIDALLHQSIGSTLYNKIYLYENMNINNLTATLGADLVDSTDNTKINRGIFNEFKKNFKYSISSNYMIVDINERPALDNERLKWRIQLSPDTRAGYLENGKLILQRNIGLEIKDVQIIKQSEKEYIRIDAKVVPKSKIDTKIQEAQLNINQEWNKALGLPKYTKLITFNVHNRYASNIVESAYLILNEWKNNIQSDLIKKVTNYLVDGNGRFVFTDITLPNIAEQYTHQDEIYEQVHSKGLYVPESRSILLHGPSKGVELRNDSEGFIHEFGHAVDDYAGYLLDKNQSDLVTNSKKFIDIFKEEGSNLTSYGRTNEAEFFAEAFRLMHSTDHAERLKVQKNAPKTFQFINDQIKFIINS
3CLpro inhibitor – SARS-CoV 3CLpro protease inhibition. recombinant SARS-CoV 3CLpro, quenched FRET peptide cleavage. inhibition, % at 6 µM. hit rate 0.14% among 290,000; in the data active = inhibition above about 12%
Y pestis TopoI – blocks Yersinia pestis topoisomerase I activity. Y. pestis Topo-I cleavage product accumulation, plate reader. activity, % at 10 µM. hit rate 0.064% among 360,000. AID 504884; in the data active = activity above about 50%, passing the limit was not always enough; inconclusive = no clear call, values can overlap the other calls; also: inactives centre near 2
BH1578 lux ind – induces V. cholerae light production without autoinducers; hit rate 0.16% among 350,000; V. cholerae BH1578 lux reporter, luminescence, 6 h; AID 588436; activation, % at 18.7 µM; in the data active = activation mostly above about 9.7%, no sharp cut-off; inconclusive = no clear call, values can overlap the other calls; inactive = mostly below about 3.7%; also: not every result past the cut was called active; inactives centre near 0; reference of the scale not given here
VHR inh abs – inhibitors of human VHR1 phosphatase (DUSP3); P51452; recombinant VHR phosphatase, pNPP absorbance; hit rate 0.52% among 290,000; inhibition, % at 13.3 µM; in the data active = inhibition above about 50%; also: some compounds called inactive have numbers as strong as hits
Rv3671c inh – Rv3671c (M. tuberculosis) protease inhibition | P9WHR9 | inhibition, % at 5.96 µM | hit rate 0.048% among 320,000 | AID 2606; in the data active = inhibition above about 38%;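 also: extracellular domain of Rv3671c used as enzyme; 0% = enzyme with DMSO and 100% = no enzyme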
MazF activator – increases E. coli MazEF RNase cleavage of RNA. P0AE70. FAM/BHQ RNA-DNA oligo cleavage fluorescence, 5 h. activation, % at 20 µM. hit rate 0.32% among 350,000; in the data active = activation above about 50%
Target sequence (P0AE70 whole entry, looked up): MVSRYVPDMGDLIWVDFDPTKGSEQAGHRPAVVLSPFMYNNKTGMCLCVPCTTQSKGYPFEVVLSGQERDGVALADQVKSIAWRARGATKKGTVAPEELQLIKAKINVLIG
PriA SSB inh – blocks PriA binding to SSB C-terminal tail; inhibition, % at 33 µM; hit rate 0.6% among 430,000; AlphaScreen SSBct-PriA binding, biotinylated peptide; in the data active = inhibition mostly above about 37%, no sharp cut-off; inactive = mostly below about 20%;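 also: plate controls were negative control peptide for no effect and reference peptide for full effect; strong numbers were not always called active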
* = called active by the depositor; i = inactive; ? = inconclusive; . = not tested or not shown; & = joins results of further samples. A portion of the library; rates above refer to the full screens.

structure	PfHsp40 yeast	TcdB GH inh	Anthrax LF inh2	3CLpro inhibitor	Y pestis TopoI	BH1578 lux ind	VHR inh abs	Rv3671c inh	MazF activator	PriA SSB inh
CC(=O)NC(Cc1ccc(N(CCCl)CCCl)cc1)C(=O)NC(C(=O)O)C(C)C (stereo unspecified)	1.7	-1.3	0	6	6	i	-5	-6	4	-15
N#Cc1ccc(NC(=O)CN2C(=O)NC3(CCCC3)C2=O)cc1Cl	0.0	0.5	7	1	3	-0.7	25	-1	3	-6
CCOC(=O)C1(Cc2ccccc2Cl)CCN(S(C)(=O)=O)CC1	0.6	8.1	-7	1	2	0.0	25	-3	1	-1
Clc1ccc(Cc2noc(Cc3ccccc3)n2)cc1Cl	-0.7	.	-5	-3	5	-0.5	17	-4	-19	-27
COc1ccc(/C=C/C(=O)OCC(=O)NC2CCCC2)c(OC)c1	-0.6	-3.8	-6	.	8	i	.	5	7	1
COCCCn1c(-c2cccc(Cl)c2)nc2c1c(=O)[nH]c(=O)n2Cc1ccccc1	0.4	-3.9	-2	6	14	-9.4	-35	-1	3	-8
COc1ccc(N2CCn3c2nc2c3c(=O)n(CCCc3ccccc3)c(=O)n2C)c(OC)c1	2.7	.	?	2	8	-0.2	21	-3	814*	1
Cc1onc(-c2ccccc2Cl)c1C(=O)Nc1cccc2nsnc12	0.2	.	6	-4	7	i	-4	-5	9	-18
O=C(CCS(=O)(=O)Cc1ccc(Cl)cc1)NCCCN1CCOCC1	1.0	2.4	-1	2	9	-0.2	30	10	-3	1
COC(=O)c1ccc(OC(=O)/C=C/c2ccco2)cc1	0.8	-0.4	0	2	3	-0.2	10	0	4	8
O=C(NCc1ccccn1)c1cc2ccccc2oc1=O	0.2	.	0	12	-6	5.0	24	9	0	-9
c1ccc(CCc2nc(-c3ccccn3)no2)cc1	0.3	.	2	-5	9	-5.0	9	6	-5	-9
O=C1c2cccnc2C(Nc2ccc(Cl)cc2)N1Cc1cccs1 (stereo unspecified)	-0.5	1.9	-2	-2	-8	0.6	14	-1	1	10
O=c1c2nccnc2[nH]c(=S)n1Cc1ccccc1	-1.0	0.9	-2	-3	-1	-2.3	4	-16	-30	11
O=C(Cn1c(-c2ccccc2)noc1=O)NCc1ccccc1	0.4	.	-4	2	-6	-0.4	-4	2	-8	-14
COc1nccnc1NS(=O)(=O)c1ccc(NS(=O)(=O)c2ccc(NC(C)=O)cc2)cc1	-0.1	.	0	0	-2	-0.6	31	4	1	4
CCOc1ccccc1CNS(=O)(=O)c1cc(-c2cc(C)no2)ccc1C	0.3	0.8	0	0	24	i	73	-16	3	-23
Cc1cc(C)c(/C=C(\C#N)S(=O)(=O)c2ccccc2)[nH]1	-1.1	-0.9	-9	0	-5	i	36	1	-5	4
O=C1C[C@@H]2c3c(cccc3CN1Cc1ccccc1Cl)C[C@@H](O)[C@H]2O	-0.5	-0.8	-4	.	0	i	.	.	1	-7
O=C(NCCSc1ncc(-c2ccc(F)cc2)[nH]1)c1ccco1	0.0	1.3	-1	.	0	-1.9	.	6	4	12&13
N#C/C(=C/c1cc(Cl)c(O)c(Cl)c1)C(=O)N1CCCCC1	-1.7	0.4	11	-8	2	0.0	0	2	2	-11
CC(C)(C)C(=O)NC(CC(=O)O)c1ccccc1 (stereo unspecified)	1.1	0.1	3	1	0	-0.4	18	7	-3	-6
NNC(=O)c1ccncc1	-0.2&0.1	-19	0	-1	-3	-0.7	-11	-5	13	-11
Cc1ccc(S(=O)(=O)Nc2cc(C)c(O)c(Sc3n[nH]c(C)n3)c2)cc1	-1.1	1.1	-1	1	-1	i	5	-13	6	-4
CCCC(=O)Nc1cc(-c2nc3ncccc3o2)ccc1Cl	-0.2	0.3	-12	-3	-4	i	22	4	10	-4
O=C(CCl)NNC(=O)c1c(O)c2ccccc2[nH]c1=O	6.2	0.8	-5	-6	0	i	10	1	6	-4
C=CCNC(=O)COc1cc(C)cc(C)c1C	-2.4	0.3	-1	4	-11	-0.2	-3	5	3	-5
COC(=O)C1(C)NC(c2ccc(O)cc2)C2C(=O)N(c3ccc4c(c3)OCCO4)C(=O)C21 (stereo unspecified)	-1.8	.	-4	2	1	-0.2	36	-6	-3	-9
COC(=O)C1C(=O)CC(C)(O)C(C(=O)OC)C1c1ccccc1F (stereo unspecified)	-1.8	.	-4	2	4	i	-5	-5	12	-11
Cc1ccc(S(=O)(=O)Cn2nnnc2CN2CCN(Cc3ccc4c(c3)OCO4)CC2)cc1	-0.3	.	0	-2	28	7.7	15	-10	-3	-9

Part of the list above, with values under each structure.
Order of values – PfHsp40 yeast | TcdB GH inh | Anthrax LF inh2 | 3CLpro inhibitor | Y pestis TopoI | BH1578 lux ind | VHR inh abs | Rv3671c inh | MazF activator | PriA SSB inh
> O=C(NCc1ccccn1)c1cc2ccccc2oc1=O
→ 0.2 | . | 0 | 12 | -6 | 5.0 | 24 | 9 | 0 | -9
> c1ccc(CCc2nc(-c3ccccn3)no2)cc1
→ 0.3 | . | 2 | -5 | 9 | -5.0 | 9 | 6 | -5 | -9
> O=C1c2cccnc2C(Nc2ccc(Cl)cc2)N1Cc1cccs1 (stereo unspecified)
→ -0.5 | 1.9 | -2 | -2 | -8 | 0.6 | 14 | -1 | 1 | 10
> O=c1c2nccnc2[nH]c(=S)n1Cc1ccccc1
→ -1.0 | 0.9 | -2 | -3 | -1 | -2.3 | 4 | -16 | -30 | 11
> O=C(Cn1c(-c2ccccc2)noc1=O)NCc1ccccc1
→ 0.4 | . | -4 | 2 | -6 | -0.4 | -4 | 2 | -8 | -14
> COc1nccnc1NS(=O)(=O)c1ccc(NS(=O)(=O)c2ccc(NC(C)=O)cc2)cc1
→ -0.1 | . | 0 | 0 | -2 | -0.6 | 31 | 4 | 1 | 4
> CCOc1ccccc1CNS(=O)(=O)c1cc(-c2cc(C)no2)ccc1C
→ 0.3 | 0.8 | 0 | 0 | 24 | i | 73 | -16 | 3 | -23
> Cc1cc(C)c(/C=C(\C#N)S(=O)(=O)c2ccccc2)[nH]1
→ -1.1 | -0.9 | -9 | 0 | -5 | i | 36 | 1 | -5 | 4
> O=C1C[C@@H]2c3c(cccc3CN1Cc1ccccc1Cl)C[C@@H](O)[C@H]2O
→ -0.5 | -0.8 | -4 | . | 0 | i | . | . | 1 | -7
> O=C(NCCSc1ncc(-c2ccc(F)cc2)[nH]1)c1ccco1
→ 0.0 | 1.3 | -1 | . | 0 | -1.9 | . | 6 | 4 | 12&13
> N#C/C(=C/c1cc(Cl)c(O)c(Cl)c1)C(=O)N1CCCCC1
→ -1.7 | 0.4 | 11 | -8 | 2 | 0.0 | 0 | 2 | 2 | -11
> CC(C)(C)C(=O)NC(CC(=O)O)c1ccccc1 (stereo unspecified)
→ 1.1 | 0.1 | 3 | 1 | 0 | -0.4 | 18 | 7 | -3 | -6
> NNC(=O)c1ccncc1
→ -0.2&0.1 | -19 | 0 | -1 | -3 | -0.7 | -11 | -5 | 13 | -11
> Cc1ccc(S(=O)(=O)Nc2cc(C)c(O)c(Sc3n[nH]c(C)n3)c2)cc1
→ -1.1 | 1.1 | -1 | 1 | -1 | i | 5 | -13 | 6 | -4
> CCCC(=O)Nc1cc(-c2nc3ncccc3o2)ccc1Cl
→ -0.2 | 0.3 | -12 | -3 | -4 | i | 22 | 4 | 10 | -4
> O=C(CCl)NNC(=O)c1c(O)c2ccccc2[nH]c1=O
→ 6.2 | 0.8 | -5 | -6 | 0 | i | 10 | 1 | 6 | -4

Continuation.
structure	PfHsp40 yeast	TcdB GH inh	Anthrax LF inh2	3CLpro inhibitor	Y pestis TopoI	BH1578 lux ind	VHR inh abs	Rv3671c inh	MazF activator	PriA SSB inh
CC(C)c1nnc(NC(=O)CCC(=O)N2CCN(C3c4ccccc4-c4ccccc43)CC2)s1	1.2	-0.1	0	-1	17	i	23	9	-2	-6
COc1ccc(C2=CC(c3ccco3)n3ncnc3N2)cc1 (stereo unspecified)	0.3	.	0	1	7	i	6	.	-151	-12
O=C(NNS(=O)(=O)c1ccc(F)cc1)c1cc2ccccc2cc1O	-0.7	-0.2	-6	1	-3	i	18	3	-2	-6
Cc1c(/C=N/O)c2ccccn2c1C(=O)c1ccc(F)cc1	1.5	1.2	1	6	3	-0.9	.	-6	6	.
CC[C@H]1C2C[C@H]3[C@@H]4N(C)c5ccccc5C45C[C@H](C2[C@H]5O)N3[C@@H]1O (stereo partly specified)	1.4	0.6	-8	.	6	i	.	-5	8	.
Cc1ccc(NS(=O)(=O)c2cccc(C(=O)NCCCn3ccnc3)c2)cc1	.	-1.0	3	.	-15	0.7	.	5	5	4
COc1ccccc1OCC(=O)Nc1c2c(nn1-c1ccccc1)CS(=O)(=O)C2	-0.8	2.2	-4	-6	7	-0.6	2	4	-2	-15
O=C(NC12CC3CC(CC(C3)C1)C2)N1CCC(O)(c2ccc3c(c2)OCO3)CC1	1.0	.	-2	-6	3	i	8	1	8	2
COC(=O)c1ccccc1S(=O)(=O)N1CCC(c2nc3ccccc3o2)CC1	-0.5	.	-2	2	32	i	30	2	-4	-2
CC(=O)c1c(C)[nH]c(C(=O)OCC(=O)Nc2ccc3c(c2)OCCO3)c1C	-0.6	2.7	7	.	1	i	.	-3	10	-2
Cc1nn(-c2nc(-c3ccco3)cc(C(F)(F)F)n2)c(C)c1Cl	-0.2	.	1	-3	4	-0.3	5	0	7	-23
O=C(O)CC(NC(=O)C1c2ccccc2Oc2ccccc21)c1ccc(Cl)cc1 (stereo unspecified)	-0.6	-0.7	1	7	0	-0.3	-9	-4	-5	-12
CCOCC(=O)OCC(=O)Nc1cc(OC)c([N+](=O)[O-])cc1C	0.8	-0.5	-5	0	-12	i	18	5	6	-8
CC(C)(C)[C@H]1COC(=O)CCCC/C=C\C[C@H](CC(=O)N(CCO)Cc2ccccc2)C(=O)N1	0.5	3.7	-6	.	6	i	.	5	7	-12
CC(CCN1CCC(CN2C(=O)C(=O)NC[C@@H]2Cc2ccccc2)CC1)c1ccccc1 (stereo partly specified)	-0.5	0.1	-3	.	5	-1.4	.	.	1	-2
O=S(=O)(Nc1cccc(S(=O)(=O)N2CCCCCC2)c1)c1ccc(F)cc1F	-0.5	1.9	-6	.	12	.	.	2	4	-2
COCCNc1nc2ccccc2nc1NS(=O)(=O)c1ccc(C)cc1C	1.1	.	-2	-10	1	i	36	7	2	11
CCOC(=O)N1CCN(C(=O)CN(Cc2ccc(Cl)cc2)S(C)(=O)=O)CC1	-1.8	.	1	-4	7	-4.5	-8	-1	-7	-22
O=C(OCC(=O)N1CCCC1)c1cc2c(cc1[N+](=O)[O-])OCCO2	2.3	-1.6	1	.	-3	0.3	.	8	-1	4
COc1ccccc1NC(=O)C(C)Nc1ccc(C)c(Cl)c1 (stereo unspecified)	-2.2	2.5	-2	2	4	i	-14	2	6	-9
CCn1c(SCC(=O)Nc2ccccc2C(=O)OC)nnc1-c1cccc(C)c1	0.4	.	-1	1	21	i	16	-4	-6	-7
COc1ccc(N(C)S(=O)(=O)c2cccc(C(=O)OCC(=O)c3c(N)n(C)c(=O)n(C)c3=O)c2)cc1	1.8	0.9	-3	.	16	4.3	.	-20	-4	4
